Source: PubChem BioAssay
Apaf1 inhib – human Apaf-1 inhibition; O14727; reconstituted apoptosome caspase-3 activity, DEVD-Rh110 fluorescence; inhibition, % at 20 µM; 330,000 tested, 0.71% active; AID 489030; active = inhibition of at least 40% at 20 µM;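 note: plate controls were DMSO wells for no effect and DEVD-CHO caspase inhibitor wells for full effect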
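Material: reconstituted apoptosome with Apaf-1, cytochrome c, caspase-9, procaspase-3, dATP / Buffer or medium: pH 7.5 Hepes buffer with CHAPS, BSA, DTT / Also added: cytochrome c with DEVD-Rh110 / Schedule: compound with Apaf-1, dATP, procaspase-3 30 min, then 50 min reaction, room temperature / Technique: rhodamine 110 fluorescence at Ex 480/Em 540 nm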
Gli-Sufu antag – antagonists of Gli-Sufu signaling; Sufu-KO-LIGHT fibroblasts, Gli luciferase reporter luminescence; inhibition, % at 5 µM; 340,000 tested, 0.74% active;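 active = inhibition above about 55%, limit read from the data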;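 note: 0% = DMSO-treated cells and 100% = wells with medium but no cells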
697 NFkB inh – lowers PMA/ionomycin-induced NF-kB signal in 697 B cells. 697 B-cell NF-kB luciferase reporter, 16 h. inhibition, % at 4 µM. 330,000 tested, 0.33% active. AID 435022; in the data active = inhibition above about 35%
SENP8 inh – SENP8 protease inhibition; 330,000 tested, 1.2% active; inhibition, % at 10 µM; Q96LD8; AID 2540; purified SENP8, Z-RLRGG-aminoluciferin cleavage, luminescence
CCR6 antagonist – CCR6 (human) receptor antagonism | P51684 | CHO-K1 CCR6 PathHunter beta-arrestin, luminescence, CCL20-stimulated | inhibition, % at 20 µM | 340,000 tested, 0.49% active;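 active = compounds whose inhibition of the agonist-driven luminescence signal at 20 µM reaches about 50%, limit read from the data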;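 note: cells stimulated with CCL20 at 14 nM final; plate controls were DMSO with CCL20 for no effect and DMSO without agonist for full effect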
Target sequence (P51684 whole entry, looked up): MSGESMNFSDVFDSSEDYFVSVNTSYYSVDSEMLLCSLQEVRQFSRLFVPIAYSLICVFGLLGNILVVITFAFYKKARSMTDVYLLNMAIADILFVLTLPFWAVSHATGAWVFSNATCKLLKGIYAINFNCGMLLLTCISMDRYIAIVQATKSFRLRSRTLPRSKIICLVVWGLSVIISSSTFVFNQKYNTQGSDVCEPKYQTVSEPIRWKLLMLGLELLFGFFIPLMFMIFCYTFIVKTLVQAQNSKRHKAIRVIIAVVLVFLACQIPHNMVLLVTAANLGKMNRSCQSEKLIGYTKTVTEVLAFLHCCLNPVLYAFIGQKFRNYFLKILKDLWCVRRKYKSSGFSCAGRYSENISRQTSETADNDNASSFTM
EBI2 block – antagonists of human EBI2 receptor; P32249; EBI2 beta-arrestin recruitment, luminescence, 7a,25-OHC stimulated; inhibition, % at 5 µM; 360,000 tested, 0.81% active; AID 651636; in the data active = inhibition above about 38%;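 note: enzyme fragment complementation signal reports receptor beta-arrestin coupling in cells; 0% = agonist plus DMSO wells and 100% = wells without agonist; some results beyond the cut were filed as inactive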
Target sequence (P32249 whole entry, looked up, the tested form may be a part): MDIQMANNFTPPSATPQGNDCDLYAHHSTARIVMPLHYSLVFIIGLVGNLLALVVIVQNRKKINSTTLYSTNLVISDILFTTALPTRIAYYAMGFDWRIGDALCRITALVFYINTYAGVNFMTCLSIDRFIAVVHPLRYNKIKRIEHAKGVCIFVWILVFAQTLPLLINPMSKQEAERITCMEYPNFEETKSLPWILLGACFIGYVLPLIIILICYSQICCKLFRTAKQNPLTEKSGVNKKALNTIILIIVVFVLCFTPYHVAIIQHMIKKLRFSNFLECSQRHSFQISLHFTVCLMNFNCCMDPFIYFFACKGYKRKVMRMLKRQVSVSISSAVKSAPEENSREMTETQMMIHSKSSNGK
Jurkat NFkB inh – inhibitors of the PMA/ionomycin-induced NF-kB reporter in Jurkat cells; AID 435003; 330,000 tested, 0.53% active; PMA/ionomycin-induced NF-kB luciferase reporter, luminescence; inhibition, % at 4 µM
UBC13 polyUb – blocks human UBC13 polyubiquitin chain formation. P61088. TR-FRET. inhibition, % at 20 µM. 330,000 tested, 0.47% active. AID 485273; in the data active = inhibition above about 45%, passing the limit was not always enough; inconclusive = no clear call, values can overlap the other calls
Target sequence (P61088 whole entry, looked up): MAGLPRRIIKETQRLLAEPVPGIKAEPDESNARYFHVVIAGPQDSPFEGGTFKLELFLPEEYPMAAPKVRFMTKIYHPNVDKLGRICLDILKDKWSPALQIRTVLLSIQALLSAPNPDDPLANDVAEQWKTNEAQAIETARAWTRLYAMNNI
* hit, by the source's call; ? = inconclusive; . = no result given. Cut-off read from the data, not from the text of the source, unless noted: active = inhibition above about 50%; inactive = the rest. An excerpt (hit frequency here may not be typical).

SMILES | Apaf1 inhib | Gli-Sufu antag | 697 NFkB inh | SENP8 inh | CCR6 antagonist | EBI2 block | Jurkat NFkB inh | UBC13 polyUb
COc1ccc([N+](=O)[O-])cc1Nc1c2ccccc2nc2ccccc12 | 6 | 40 | -37 | -8 | 37 | 5 | 59* | -17
CCc1ccc(-c2cc(C)no2)cc1S(=O)(=O)N1CCN(c2ccc(C(C)=O)cc2)CC1 | 28 | -10 | -60 | 9 | 10 | 7 | 3 | -4
CC(=N[C@@H]1CCCC[C@H]1N=C(C)c1ccccc1O)c1ccccc1O | 2 | 0 | 8 | 5 | 1 | -17 | -5 | 9
Fc1ccc(CSc2ccc3nnc(-c4cccnc4)n3n2)cc1 | 12 | 15 | -6 | -8 | 2 | 29 | -4 | -5
Cc1cc(NC(=O)c2cc3ccccc3o2)ccc1NC(=O)c1ccccc1 | 18 | 0 | -20 | -27 | 10 | 4 | 0 | -3
Cc1cnc(NC(=O)CSc2nnc(C)s2)s1 | 0 | 6 | 4 | -13 | -4 | -17 | -10 | -3
Cc1cc(C)n2nc(SCC(=O)c3c(N)n(CC(C)C)c(=O)n(C)c3=O)nc2n1 | 3 | 10 | 2 | -12 | 0 | -4 | 9 | 3
Cc1ccc(SCc2cc(=O)[nH]c(/N=C(\N)Nc3cccc4ccccc34)n2)cc1 | 17 | 18 | -10 | 2 | 23 | 6 | -16 | -29
CCOC(=O)c1c(SC)[nH]c2c(Cl)cccc2c1=O | -10 | 4 | 6 | -2 | -7 | -1 | -10 | ?
Cc1ccc(OC(=O)CCC(=O)Nc2ccc(C(N)=O)cc2)cc1 | -2 | -2 | -35 | 0 | 4 | 17 | -24 | -4
CC(=O)C(CC(=O)N1CCCC1)C(=O)Nc1ccc(Cl)cc1 (stereo not given) | -8 | 29 | 7 | 5 | 1 | -5 | -1 | 9
C=CCc1cccc(/C=N/c2ncn[nH]2)c1O | 8 | 8 | -5 | -1 | 5 | -7 | -7 | 0
O=C(/C=C/c1cccc(O)c1)c1cccnc1 | 2 | 4 | 8 | 8 | 14 | -1 | 10 | 1
Cc1ccccc1C(=O)Nc1ccc2c(c1)C(=O)NC2=O | -1 | -13 | -9 | -3 | -10 | 0 | 4 | 14
O=C(c1ccc([N+](=O)[O-])c(CS(=O)(=O)c2ccc(Cl)cc2)c1)N1CCCCC1 | 7 | 8 | -15 | -9 | 8 | 7 | -18 | -8
Cc1ccc(S(=O)(=O)NC(=O)N(C)C2CCCCC2)cc1 | -1 | 0 | -18 | 6 | 1 | 1 | 1 | -4
C=CCNC(=O)CC1Nc2c3ccccc3nc(=S)n2C1=O (stereo not given) | 0 | 3 | 8 | 0 | 10 | -4 | -4 | 27
CCOC(=O)C1ON2CCCCC2C1(O)C(F)(F)F (stereo not given) | -1 | 0 | -11 | -15 | 8 | -7 | 7 | -2
CCOc1ccc(NC(=O)Nc2ccc3c(c2)N(C)C(=O)CS3)cc1 | 9 | 0 | 0 | -8 | 17 | 2 | -7 | 4
CCOc1ccc(NC(=O)CSc2ncc(-c3ccc(F)cc3)n2Cc2ccco2)cc1 | 20 | -1 | -3 | -13 | 13 | 4 | -12 | -2
COc1ccc(-c2cc(=O)c3cc(O)ccc3o2)cc1 | -2 | -131 | -186 | 53* | -1 | 4 | -130 | 10
CCC(CC)C(=O)OCC(=O)Nc1cccc([N+](=O)[O-])c1 | 5 | -11 | 16 | 0 | 15 | 6 | -2 | 6
COc1ccc(/C(O)=C2/C(=O)C(=O)N(CCN3CCOCC3)C2c2ccccn2)cc1OC (stereo not given) | 3 | -11 | -23 | -10 | -8 | -1 | 1 | -26
Cc1cccc(N2CCN(Cc3nc(CC4CC4)no3)CC2)n1 | -13 | 21 | 19 | 3 | -6 | -7 | 11 | 9
CSCCC(N=C1NS(=O)(=O)c2ccccc21)C(=O)N1CCCC(C(N)=O)C1 (stereo not given) | -6 | -9 | 7 | -8 | -4 | 5 | 11 | 1

Random excerpt: 3 records from the list
SMILES | Apaf1 inhib | Gli-Sufu antag | 697 NFkB inh | SENP8 inh | CCR6 antagonist | EBI2 block | Jurkat NFkB inh | UBC13 polyUb
CCOC(=O)C1ON2CCCCC2C1(O)C(F)(F)F (stereo not given) | -1 | 0 | -11 | -15 | 8 | -7 | 7 | -2
CC(=O)C(CC(=O)N1CCCC1)C(=O)Nc1ccc(Cl)cc1 (stereo not given) | -8 | 29 | 7 | 5 | 1 | -5 | -1 | 9
CCOC(=O)c1c(SC)[nH]c2c(Cl)cccc2c1=O | -10 | 4 | 6 | -2 | -7 | -1 | -10 | ?

Returning to the listing with the 2 entries that preceded the break.
SMILES | Apaf1 inhib | Gli-Sufu antag | 697 NFkB inh | SENP8 inh | CCR6 antagonist | EBI2 block | Jurkat NFkB inh | UBC13 polyUb
Cc1cccc(N2CCN(Cc3nc(CC4CC4)no3)CC2)n1 | -13 | 21 | 19 | 3 | -6 | -7 | 11 | 9
CSCCC(N=C1NS(=O)(=O)c2ccccc21)C(=O)N1CCCC(C(N)=O)C1 (stereo not given) | -6 | -9 | 7 | -8 | -4 | 5 | 11 | 1
O=C(O)/C=C/C(=O)N1CCN(S(=O)(=O)c2cccc(C(F)(F)F)c2)CC1 | 0 | -3 | 3 | 2 | -7 | -7 | -4 | -2
COc1ccc(Cc2nnc(SCC(=O)N3CCCCC3)o2)cc1 | 4 | -21 | -1 | -4 | -7 | 0 | -11 | 0
c1ccc(-c2noc(-c3ccc4ccccc4c3)n2)nc1 | 11 | 62* | 12 | 96* | -6 | -19 | 54* | -4
O=C(NNc1ccccc1[N+](=O)[O-])Nc1ccc(Cl)c(Cl)c1 | 8 | 11 | -47 | -4 | 39 | 18 | 33 | -12
Cc1c(NC(=O)CSCc2ccco2)c(=O)n(-c2ccccc2)n1C | 1 | -18 | 5 | 0 | 8 | 1 | -16 | 5
CCOc1ccc(C(=O)N(CC)CC(=O)Nc2ccc3c(c2)OCCO3)cc1OCC | -4 | -10 | 9 | 0 | 7 | 0 | 3 | 9
O=C(COc1cccc(Cl)c1)NCc1ccccc1 | 3 | 5 | 13 | 3 | 14 | 3 | -3 | 5
Cc1cccc(N(C(=O)CCC(=O)Nc2cc(C)on2)C(C(=O)NC2CCCC2)c2ccccc2)c1 (stereo not given) | 11 | 2 | -7 | 8 | -4 | 8 | 27 | 11
O=C1c2ccccc2C(=O)N1c1ccccc1S(=O)C(F)(F)F (stereo not given) | 6 | -20 | 16 | -9 | 9 | -14 | -8 | 3
COc1ccc(CCNc2ccc(C(CC(N)=O)NC(=O)c3ccccc3)cc2[N+](=O)[O-])cc1 (stereo not given) | 3 | 47 | -1 | 2 | 20 | -3 | 25 | -54
COc1ccc(S(=O)(=O)N(C)c2ccc(C(=O)Nc3cccnc3)cc2)cc1 | 13 | 2 | 24 | -3 | 11 | 4 | 17 | 1
COc1cccc(OC)c1NC(=O)CN1CCN(C)CC1 | 5 | 2 | 10 | 3 | 4 | -19 | -17 | 0
CCN(CC)S(=O)(=O)c1ccc2c(c1)nc(CCC(=O)OCC(=O)N1CCc3ccccc31)n2C | 8 | -7 | 26 | 7 | 4 | 7 | 3 | 5
O=C(CCC(=O)OCCCC(F)(F)C(F)(F)F)Nc1ccc(Cl)cc1Cl | 28 | -22 | -4 | -6 | 6 | 8 | -6 | -4
CCOC(=O)CC1(NC(=O)C2CCC(=O)N(Cc3ccccc3OC)C2)CCCCC1 (stereo not given) | 9 | 3 | 3 | 1 | 3 | 9 | -21 | 0
Cc1ccc(S(=O)(=O)NCCNS(=O)(=O)c2ccc(C)cc2)cc1 | 3 | 6 | 22 | 4 | 20 | -1 | 9 | 5
O=C(Nc1nc(-c2cc3ccccc3oc2=O)cs1)c1ccc(Br)o1 | 15 | 4 | -16 | -4 | 11 | -6 | -16 | -5
CCN(CC)c1ccc2cc(C(=O)NCc3ccc(F)cc3)c(=N)oc2c1 | 23 | . | -2 | -6 | . | 22 | 10 | -66
O=C(CNC(=O)c1ccccc1Cl)OC1CCOC1=O (stereo not given) | -2 | -3 | 3 | 1 | 3 | -8 | 1 | 3
COc1ccc(/C(C)=N/NC(=O)c2ccc(N(C)C)cc2)cc1 | 0 | 4 | 6 | 5 | 9 | 1 | -10 | -2
COc1ccc(/C=N/Nc2nccnc2Cl)cc1 | -3 | -53 | -77 | 95* | 0 | 1 | -74 | -2
CC(=O)N1CCN(c2ccc(NCc3cccc4ccccc34)cc2)CC1 | 5 | 21 | 9 | -9 | -3 | 20 | 4 | -5
COc1ccc(NC(=O)CSc2nc(N)c(NC(=O)c3cccs3)c(=O)[nH]2)cc1 | 1 | 5 | 10 | -7 | 8 | -3 | -2 | -1
c1ccc(-c2ncc3ccccn23)cc1 | -2 | 2 | 6 | -9 | 2 | -2 | 13 | 2
Cc1ccc(CN2CCNC2=O)cc1 | -11 | 0 | 24 | 0 | -14 | 1 | 0 | 3

Continued.
SMILES | Apaf1 inhib | Gli-Sufu antag | 697 NFkB inh | SENP8 inh | CCR6 antagonist | EBI2 block | Jurkat NFkB inh | UBC13 polyUb
CCn1nnnc1SCC(=O)Nc1cc(OC)cc(OC)c1 | -2 | -3 | 11 | -7 | 6 | -5 | 4 | 3
Clc1cccc(Cl)c1/C=N\Nc1nccs1 | -13 | -1 | -1 | 3 | -4 | -1 | -1 | 1
O=S(=O)(NC1CCCCC1)c1ccc(S(=O)(=O)N2CCN3CCCC3C2)cc1 (stereo not given) | -9 | 7 | 8 | 4 | 7 | 2 | -1 | 10
COC(=O)c1c(NC(=O)C2CCC2)sc(C(=O)N(C)C)c1C | -13 | -8 | 17 | -11 | -1 | 2 | 11 | -3
CCn1c(SCC(=O)Nc2ccc(OC)cc2OC)nc2nc3c(cc2c1=O)COC(C)(C)C3 | -19 | 5 | 13 | 6 | -13 | 0 | 10 | -6
Cc1cc(F)ccc1NC(=O)C1CCN(S(=O)(=O)c2ccc3c(c2)CCCC(=O)N3)CC1 | 9 | 1 | -14 | -9 | 5 | -6 | 6 | -4
Cc1ccc(NC2=CC(=O)CC(C)(C)C2)cc1Cl | -1 | 10 | 15 | -1 | 13 | 0 | 16 | 8
Cc1cc([N+](=O)[O-])ccc1NC(=O)CN1C2CCC1CC(NC(=O)NC13CC4CC(CC(C4)C1)C3)C2 (stereo not given) | -2 | 15 | -20 | 0 | -7 | 11 | 37 | -20
NC(c1ccccc1)c1cccnc1 (stereo not given) | -20 | 3 | -2 | 5 | 5 | -1 | 6 | 0
CCOC(=O)c1c(-c2cccc([N+](=O)[O-])c2)csc1N | 21 | 8 | -43 | 0 | 14 | 3 | -5 | -7
CCCS(=O)(=O)N1CCC(C(=O)NCCN(C)Cc2ccccc2)CC1 | -4 | 6 | 13 | 0 | 6 | -7 | -2 | 8
Cc1ccc(N2CC(NS(=O)(=O)c3cccnc3)CC2=O)cc1 (stereo not given) | 6 | -5 | 1 | -5 | 6 | 10 | 1 | -4
Cc1cc(C(=O)NC2CCCc3ccccc32)no1 (stereo not given) | -1 | -3 | 16 | -1 | 2 | -4 | 7 | 8
Nc1nc(Nc2cccc(F)c2)nc2ccccc12 | 15 | -55 | -133 | 88* | 0 | -4 | -109 | 4
CC(C)Cc1nnc(NC(=O)c2cc3c(s2)CCC3)s1 | 5 | -31 | -90 | -3 | 2 | -7 | -52 | 9
CSCC[C@H](NC(=O)[C@H](Cc1ccccc1)n1c(=O)[nH]c2ccccc2c1=O)C(=O)N1CCC[C@H]1C(=O)O | -5 | -2 | 5 | -14 | 2 | -2 | -12 | -8
CCCCOC(=O)Nc1sc2nc(C)cc(C)c2c1-n1cccc1 | 6 | 5 | -12 | -4 | -8 | 15 | -11 | -8
Cc1ccccc1N(CC(=O)NCc1ccc2c(c1)OCO2)C(=O)CCC(=O)Nc1ccccn1 | -2 | 3 | -7 | -5 | 17 | 5 | 3 | 1
CCOC(=O)C[C@H]1c2cc(F)ccc2S(=O)(=O)N1c1cccc(OC)c1 | 5 | 16 | 14 | -12 | 13 | 6 | 1 | -5
COC(=O)Oc1ccc(/C=N/NC(=O)CN(c2ccccc2Br)S(C)(=O)=O)cc1OC | 12 | 2 | 9 | -6 | 11 | 9 | -5 | -6
O=C(O)/C=C/C(=O)Nc1ccc(C2(c3ccc(NC(=O)/C=C/C(=O)O)cc3)c3ccccc3-c3ccccc32)cc1 | 25 | -11 | -18 | 2 | -3 | -8 | 0 | -25
